HTRA1 inhibitor: HTRA1 serine protease inhibitors, primary screen, biochemical, fluorescence polarization, HTS | Q92743 | recombinant HTRA1, FP-rhodamine activity-based probe | inhibition, % at 5.96 µM | hit rate 0.5% among 340,000 | AID 504803, 2011; in the data active = inhibition above about 36%;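 note: 0% = enzyme with DMSO and 100% = wells lacking enzyme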
SIAE inh: human SIAE inhibitors, primary screen, biochemical, fluorescence polarization, FP-Rh probe, 1536-well HTS; Sialate O-acetylesterase (Homo sapiens), Q9HAT2; SIAE FP-Rh probe binding; inhibition, % at 9.66 µM; hit rate 0.69% among 370,000; AID 1053197, 2014;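 active = inhibition above a cutoff: mean of compounds within the control limits plus 3 SD of those, cut at about 17% in these data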;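 note: 0% = plate median of compound wells and 100% = probe without SIAE protein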
NPR2 activator: human GC-B receptor activators, primary screen, HEK293 GC-B cells, cGMP TR-FRET, EC30 CNP; Atrial natriuretic peptide receptor 2 (Homo sapiens), P20594; 0% at EC30 CNP, 100% saturating CNP; activation, % at 10 µM; hit rate 0.11% among 370,000; AID 1920062, 2024;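 active = activation at 10 µM reaching about 35% in either raw or pattern-adjusted values, limit read from the data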
TCR-CD3 inh: inhibitors of human TCR-CD3 interaction, primary screen, biochemical, fluorescence, TAMRA-labeled TCR probe. T-cell receptor (TCR). inhibition, % at 9.4 µM. hit rate 0.37% among 360,000. AID 651800, 2012; in the data active = inhibition above about 19%;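 note: recombinant mutant TCR 2C K166C tagged with TAMRA read by polarization; 0% = receptor in buffer alone and 100% = receptor with positive control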
PRMT1 inh: PRMT1 methyltransferase inhibitors, primary screen, biochemical, fluorescence polarization. recombinant PRMT1, activity-based probe fluorescence polarization. Protein arginine N-methyltransferase 1 (Homo sapiens), Q99873. hit rate 1.3% among 370,000. AID 652257, 2013. inhibition, % at 2.79 µM;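 active = inhibition above about 21% made by adding two undisclosed values, limit read from the data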
Target sequence (Q99873 whole entry, looked up): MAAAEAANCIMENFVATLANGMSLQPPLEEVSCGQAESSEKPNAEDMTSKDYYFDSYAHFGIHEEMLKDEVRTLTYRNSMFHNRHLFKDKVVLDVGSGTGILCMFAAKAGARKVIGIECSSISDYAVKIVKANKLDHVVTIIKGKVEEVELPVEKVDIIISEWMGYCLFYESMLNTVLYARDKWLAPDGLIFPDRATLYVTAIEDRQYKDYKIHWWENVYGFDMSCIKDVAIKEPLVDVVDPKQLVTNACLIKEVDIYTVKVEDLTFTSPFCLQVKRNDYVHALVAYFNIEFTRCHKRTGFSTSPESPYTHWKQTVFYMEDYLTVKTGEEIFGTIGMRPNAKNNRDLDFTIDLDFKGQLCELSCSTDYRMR
ABHD4 inh: ABHD4 inhibitors, primary screen, biochemical, fluorescence polarization, mouse; purified mABHD4, FP-Rh probe fluorescence polarization; hit rate 0.54% among 370,000; (Lyso)-N-acylphosphatidylethanolamine lipase (Mus musculus), Q8VD66; inhibition, % at 8.92 µM; AID 720543, 2013;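 active = inhibition exceeding the mean over every tested compound plus 3 SD, cut at about 30% in these data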;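 note: 0% = plate median of compound wells and 100% = S159A mutant with DMSO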
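Material: mouse ABHD4 enzyme, wild type; Benchmarks: S159A mutant high control, sample median low control; Buffer or medium: HEPES pH 7.0, NaCl, Pluronic buffer; Signal: fluorescence polarization; Read-out: percent inhibition of probe binding, normalized to plate controls; Timing: pre-incubation 45 min, probe exposure 60 min, at 25 °C; Dosing: 8.92 µM, single dose.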
UHRF1 MBD2 ctr: UHRF1 methylated DNA binding inhibitors, primary screen, counter-screen for MBD2 inhibitor project, biochemical, TR-FRET, human UHRF1, single concentration; E3 ubiquitin-protein ligase UHRF1 (Homo sapiens), Q96T88; UHRF1 binding to methylated oligo; inhibition, % at 4.4 µM; hit rate 0.75% among 370,000; in the data active = inhibition above about 21%;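 note: UHRF1 SRA domain binding a hemimethylated CpG hairpin DNA probe; 0% = median of test compound wells and 100% = reference inhibitor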
rCAG RNA binder: binders of r(CAG) RNA repeats, primary screen, biochemical, fluorescence; r(CAG) RNA repeat, TO-PRO-1 dye displacement fluorescence; inhibition, % at 3 µM; hit rate 1.3% among 370,000; AID 651821, 2012;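 active = inhibition above the plate cutoff, the mean of all test compounds on that plate plus 3 SD, cut at about 35% in these data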;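 note: 0% = DMSO alone and 100% = 100 µM mitoxantrone as full dye displacement; higher means more dye released from RNA so lower well fluorescence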
GC-A act: GC-A stimulated cGMP production enhancers – HEK293 GC-A cells, cGMP TR-FRET, EC30 ANP, primary screen; 0% at EC30 ANP, 100% saturating ANP; Atrial natriuretic peptide receptor 1 (Homo sapiens), P16066; hit rate 0.14% among 370,000; activation, % at 10 µM; AID 1671463, 2021; in the data active = activation above about 40%
MBD2 DNA inh: inhibitors of MBD2 binding to methylated DNA, primary screen, biochemical, TR-FRET, DNA-binding domain, human; MBD2 binding to methylated oligonucleotide; inhibition, % at 4.4 µM; hit rate 0.31% among 370,000; in the data active = inhibition above about 13%
Target sequence (Q9UBB5 whole entry, looked up, the tested form may be a part): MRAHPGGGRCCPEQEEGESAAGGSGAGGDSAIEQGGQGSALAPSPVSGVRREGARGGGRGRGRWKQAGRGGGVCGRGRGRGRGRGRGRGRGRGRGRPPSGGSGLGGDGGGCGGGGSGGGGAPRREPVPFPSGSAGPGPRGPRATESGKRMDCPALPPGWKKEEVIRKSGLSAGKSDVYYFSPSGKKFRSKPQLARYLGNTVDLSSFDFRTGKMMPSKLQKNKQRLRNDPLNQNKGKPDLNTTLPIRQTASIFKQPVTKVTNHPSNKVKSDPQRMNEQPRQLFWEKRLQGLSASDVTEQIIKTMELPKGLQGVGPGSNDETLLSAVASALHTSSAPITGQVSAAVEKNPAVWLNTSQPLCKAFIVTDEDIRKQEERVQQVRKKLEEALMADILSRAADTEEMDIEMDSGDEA
An asterisk follows results filed as active. Only part of the results is shown; the hit share may differ from the screen's.

CCN(CC)S(=O)(=O)c1ccc(C)c(NC(=O)CSc2nc3ccc(C)cc3[nH]2)c1 was read as HTRA1 inhibitor -42.2, SIAE inh -9.8, NPR2 activator 1.4, TCR-CD3 inh 2.9, PRMT1 inh 0.1, ABHD4 inh 7.3, UHRF1 MBD2 ctr -1.3, rCAG RNA binder 5.9, GC-A act -0.9 and MBD2 DNA inh -2.9.
Screening CCCCOC(=O)/C=C\C(=O)NC(N)=O returned HTRA1 inhibitor 2.6, SIAE inh -3.1, NPR2 activator 0.3, TCR-CD3 inh 0.1, PRMT1 inh 5.4, ABHD4 inh 8.8, UHRF1 MBD2 ctr -1.1, rCAG RNA binder -1.8, GC-A act 0.3 and MBD2 DNA inh 3.6.
COc1cc(C2C(C#N)=C(N)Oc3cc(C)oc(=O)c32)ccc1OC(=O)N1CCOCC1 (stereo unspecified) was read as HTRA1 inhibitor 2.1, SIAE inh 3.3, NPR2 activator 0.6, TCR-CD3 inh 3.4, PRMT1 inh 1.3, ABHD4 inh 2.1, UHRF1 MBD2 ctr -3.2, rCAG RNA binder 1.4, GC-A act 1.9 and MBD2 DNA inh 3.5.
Cc1nc(N)[nH]c(=O)c1CC(=O)OCCCl was read as HTRA1 inhibitor 5.1, SIAE inh -2.5, NPR2 activator 5.3, TCR-CD3 inh 4.1, PRMT1 inh -2.4, ABHD4 inh -5.7, UHRF1 MBD2 ctr -0.9, rCAG RNA binder -1.6, GC-A act -0.6 and MBD2 DNA inh -5.0.
C=CCN1C(=O)c2ccc(C(=O)N(C)CC(=O)Nc3ccccc3Br)cc2C1=O was read as HTRA1 inhibitor 3.6, SIAE inh -6.3, NPR2 activator 2.0, TCR-CD3 inh -10.1, PRMT1 inh -1.1, ABHD4 inh -1.8, UHRF1 MBD2 ctr 3.4, rCAG RNA binder 1.3, GC-A act 0.8 and MBD2 DNA inh -3.0.
O=C(NC1CCCCCC1)c1ccc([N+](=O)[O-])s1 was read as HTRA1 inhibitor 0.3, SIAE inh 0.1, NPR2 activator 1.7, TCR-CD3 inh 5.3, PRMT1 inh 2.3, ABHD4 inh 8.9, UHRF1 MBD2 ctr -0.3, rCAG RNA binder 10.1, GC-A act -4.5 and MBD2 DNA inh -3.5.
For O=C(O)CCN1C(=O)c2ccc(NC(=O)CSc3ccc(Cl)cc3)cc2C1=O the results were HTRA1 inhibitor -4.7, SIAE inh -2.4, NPR2 activator -2.0, TCR-CD3 inh 4.0, PRMT1 inh -2.2, ABHD4 inh 0.4, UHRF1 MBD2 ctr 2.2, rCAG RNA binder 21.9, GC-A act 1.3 and MBD2 DNA inh 0.2.
`COc1ccc(CCNC(=O)CSc2ccc(-c3ccco3)nn2)cc1OC` gave HTRA1 inhibitor 7.0, SIAE inh 1.0, NPR2 activator -1.5, TCR-CD3 inh 4.4, PRMT1 inh -3.3, ABHD4 inh 1.6, UHRF1 MBD2 ctr -4.3, rCAG RNA binder 0.0, GC-A act 0.2 and MBD2 DNA inh -3.5.
Cc1cc(NC(=O)COC(=O)c2c(C)noc2C)ccc1Br was read as HTRA1 inhibitor 27.7, SIAE inh -2.2, NPR2 activator -0.8, TCR-CD3 inh 5.9, PRMT1 inh -1.6, ABHD4 inh -7.6, UHRF1 MBD2 ctr -3.2, rCAG RNA binder -3.4, GC-A act 5.1 and MBD2 DNA inh 2.4.
For COc1cc(OC)nc(NC(=O)CSc2nc3ccccc3o2)n1 the results were HTRA1 inhibitor -2.4, SIAE inh 6.6, NPR2 activator -3.7, TCR-CD3 inh 3.1, PRMT1 inh -1.1, ABHD4 inh 2.5, UHRF1 MBD2 ctr -3.0, rCAG RNA binder 3.3, GC-A act -1.5 and MBD2 DNA inh -0.7.
For COc1ccc(OC)c(NC(=O)Cn2cc(C(=O)c3ccco3)c3ccccc32)c1 the results were HTRA1 inhibitor -34.0, SIAE inh -5.9, NPR2 activator -3.5, TCR-CD3 inh 0.5, PRMT1 inh -0.7, ABHD4 inh -0.4, UHRF1 MBD2 ctr -0.7, rCAG RNA binder 7.8, GC-A act -10.1 and MBD2 DNA inh -4.1.
Screening N/C(=N\OC(=O)c1ccc(Cl)cc1)c1cccnc1 returned HTRA1 inhibitor -1.9, SIAE inh 0.5, NPR2 activator -5.9, TCR-CD3 inh -0.1, PRMT1 inh 0.7, ABHD4 inh 6.4, UHRF1 MBD2 ctr 14.8, rCAG RNA binder 1.4, GC-A act 6.8 and MBD2 DNA inh 6.9.
For Cc1cc(NC(=O)CCC(=O)N(CCC(C)C)C(C(=O)NC2CCCC2)c2cccnc2)no1 (stereo unspecified) the results were HTRA1 inhibitor 7.7, SIAE inh 6.8, NPR2 activator -0.6, TCR-CD3 inh -0.1, PRMT1 inh -3.8, ABHD4 inh -5.8, UHRF1 MBD2 ctr -0.1, rCAG RNA binder -12.4, GC-A act -1.5 and MBD2 DNA inh -2.5.
`C=CCN1C(=O)S/C(=C/c2ccsc2)C1=O` gave HTRA1 inhibitor -3.2, SIAE inh -3.0, NPR2 activator 1.3, TCR-CD3 inh -1.9, PRMT1 inh 4.1, ABHD4 inh -2.0, UHRF1 MBD2 ctr 0.5, rCAG RNA binder -0.7, GC-A act -2.3 and MBD2 DNA inh 2.0.
For CCOC(=O)N1CCN(C(=O)c2cc3c(ccc4ccccc43)oc2=O)CC1 the results were HTRA1 inhibitor 4.3, SIAE inh -5.4, NPR2 activator 2.0, TCR-CD3 inh 3.4, PRMT1 inh -0.4, ABHD4 inh 2.1, UHRF1 MBD2 ctr -1.2, rCAG RNA binder -2.0, GC-A act -2.0 and MBD2 DNA inh 3.3.
Cc1coc2c1c(C)cc1oc(=O)c(Cc3ccccc3)c(C)c12 was read as HTRA1 inhibitor -7.0, SIAE inh -4.0, NPR2 activator 7.2, TCR-CD3 inh 6.8, PRMT1 inh -0.9, ABHD4 inh 2.4, UHRF1 MBD2 ctr -0.6, rCAG RNA binder 0.8, GC-A act 1.6 and MBD2 DNA inh 0.8.
Screening CCOc1ccccc1NC(=O)CSc1nc2c(c(=O)n(C)c(=O)n2C)n1C returned HTRA1 inhibitor -1.0, SIAE inh 1.5, NPR2 activator 4.0, TCR-CD3 inh -2.3, PRMT1 inh 0.1, ABHD4 inh -0.9, UHRF1 MBD2 ctr -1.6, rCAG RNA binder -0.1, GC-A act 3.4 and MBD2 DNA inh -6.0.
Screening O=C(CNC(=O)Cc1ccccc1)NCc1cccs1 returned HTRA1 inhibitor 0.8, SIAE inh 5.2, NPR2 activator 1.3, TCR-CD3 inh 3.6, PRMT1 inh -2.2, ABHD4 inh 0.5, UHRF1 MBD2 ctr -1.2, rCAG RNA binder -2.5, GC-A act 2.8 and MBD2 DNA inh 2.3.
Cc1ncoc1C(=O)NC1CC(C)(C)Cc2c1cnn2-c1ccccc1 (stereo unspecified) was read as HTRA1 inhibitor 2.3, SIAE inh 1.9, NPR2 activator -2.2, TCR-CD3 inh -8.4, PRMT1 inh 0.0, ABHD4 inh 1.0, UHRF1 MBD2 ctr 3.8, rCAG RNA binder -7.9, GC-A act 1.3 and MBD2 DNA inh 2.2.
Cc1cccc(NC(=O)c2cc3ccccc3o2)c1 was read as HTRA1 inhibitor -25.1, SIAE inh -0.2, NPR2 activator -2.9, TCR-CD3 inh -6.6, PRMT1 inh 3.5, ABHD4 inh -13.2, UHRF1 MBD2 ctr 1.0, rCAG RNA binder 2.9, GC-A act 3.3 and MBD2 DNA inh 0.8.
Cc1ccc(CN(C(=O)c2ccco2)C2CCS(=O)(=O)C2)cc1 (stereo unspecified) was read as HTRA1 inhibitor 2.5, SIAE inh 0.4, NPR2 activator -0.1, TCR-CD3 inh 2.7, PRMT1 inh 1.9, ABHD4 inh 4.1, UHRF1 MBD2 ctr -0.6, rCAG RNA binder -3.2, GC-A act -0.1 and MBD2 DNA inh -2.9.
Screening Cc1ccc(CNC(=O)N[C@@H](Cc2ccccc2)C(=O)O)cc1 returned HTRA1 inhibitor 3.7, SIAE inh 0.1, NPR2 activator 4.7, TCR-CD3 inh 0.3, PRMT1 inh 0.3, ABHD4 inh -1.2, UHRF1 MBD2 ctr 4.3, rCAG RNA binder -3.4, GC-A act 1.2 and MBD2 DNA inh 2.0.
For COc1ccc(S(=O)(=O)N/N=C(/C)c2ccco2)cc1 the results were HTRA1 inhibitor 0.5, SIAE inh 10.7, NPR2 activator 0.1, TCR-CD3 inh 1.4, PRMT1 inh 0.3, ABHD4 inh -3.5, UHRF1 MBD2 ctr -2.8, rCAG RNA binder 2.3, GC-A act -2.1 and MBD2 DNA inh 2.1.
O=S(=O)(c1ccc(-c2csc(-c3cccnc3)n2)cc1)N1CCCC1 was read as HTRA1 inhibitor -6.9, SIAE inh -7.8, NPR2 activator 1.1, TCR-CD3 inh 0.2, PRMT1 inh 3.4, ABHD4 inh -8.6, UHRF1 MBD2 ctr -4.5, rCAG RNA binder 5.6, GC-A act -3.5 and MBD2 DNA inh 0.9.
`Cc1ccc(S(=O)(=O)N2C[C@H]3C(=O)C[C@@H](c4ccccc4F)N(S(=O)(=O)c4ccc(C)cc4)[C@H]3C[C@H]2c2ccccc2F)cc1` gave SIAE inh -10.5, NPR2 activator -7.3, TCR-CD3 inh 1.5, PRMT1 inh 0.8, ABHD4 inh -11.5, UHRF1 MBD2 ctr 1.5, rCAG RNA binder 14.0, GC-A act -1.3 and MBD2 DNA inh 5.1.
CCc1nnc(NC(=O)CSc2nnc(C)c(=O)n2N)s1 was read as HTRA1 inhibitor -0.4, SIAE inh -1.0, NPR2 activator 4.4, TCR-CD3 inh 6.0, PRMT1 inh 0.3, ABHD4 inh 4.2, UHRF1 MBD2 ctr 1.0, rCAG RNA binder 0.4, GC-A act -3.9 and MBD2 DNA inh -2.6.
O=C(O)C(Cc1ccccc1)NC(=O)C(Cc1ccccc1)NC(=O)C12CC3CC(CC(C3)C1)C2 (stereo unspecified) was read as SIAE inh -4.6, NPR2 activator 3.1, TCR-CD3 inh 2.9, PRMT1 inh -2.3, ABHD4 inh -3.0, UHRF1 MBD2 ctr -0.3, rCAG RNA binder 15.6, GC-A act -1.6 and MBD2 DNA inh -2.1.
C[C@H](c1ccccc1)N1C[C@@H](COCc2ccccc2)Oc2cccc(Oc3ccc(F)cc3)c2S1(=O)=O was read as SIAE inh -3.8, NPR2 activator 1.1, TCR-CD3 inh 6.3, PRMT1 inh 3.6, ABHD4 inh 3.7, UHRF1 MBD2 ctr -1.4, rCAG RNA binder 8.4, GC-A act 3.4 and MBD2 DNA inh -7.0.

Compound activity as filed in PubChem.
